Bioassay records deposited in PubChem BioAssay by National Center for Advancing Translational Sciences (NCATS).
WRN inhibitor: qHTS for Inhibitors of WRN Helicase | Bifunctional 3'-5' exonuclease/ATP-dependent helicase WRN (Homo sapiens), Q14191 | WRN helicase unwinding, fluorescent forked duplex, kinetic | Potency, µM (highest dose often 114 µM), for the others: top-dose activity change, negative = inhibition, actives largely listed as inhibitors | 0.46% of 360,000 active | AID 651768, 2012; also: potency is read from the fitted curve at half-maximal effect; % is scaled to controls: 0 for no effect and ±100 for the full control effect; nearly all actives have a fitted effect of over 55% in size
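Screening of the MLSMR collection measured strand separation of a quenched forked DNA duplex (100 nM) by 20 nM WRN with 2 mM ATP, all final. Compounds were preincubated with enzyme 15 min at room temperature.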
EPAC1 antag: qHTS for Antagonist of cAMP-regulated guanine nucleotide exchange factor 3 (EPAC1): primary screen; Rap guanine nucleotide exchange factor 3 (Homo sapiens), O95398; EPAC1 GEF assay, Rap1b-BODIPY-GDP exchange fluorescence; Potency, µM (top dose mostly 115 µM), without a hit: at the highest dose activity change, negative = inhibition, actives largely listed as inhibitors; 0.14% of 360,000 active;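 also: potency is read from the fitted curve at half-maximal effect; plate controls were vehicle for no effect and positive control for full effect; nearly all actives have a fitted effect of over 50% in size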
PI5P4Ka inh: qHTS for Inhibitors of phosphatidylinositol 5-phosphate 4-kinase (PI5P4K); PI5P4Kalpha enzyme, ADP-Glo luminescence, 60 min; active compounds read low; AID 652105, 2013; 1.2% of 330,000 active; max response, %; active = max response of -50% or lower; inconclusive = between -30% and -50%; inactive = -30% or higher; also: value at the top dose of about 77 µM; % is scaled to controls: 0 for no effect and ±100 for the full control effect
Target sequence (P48426 whole entry, looked up): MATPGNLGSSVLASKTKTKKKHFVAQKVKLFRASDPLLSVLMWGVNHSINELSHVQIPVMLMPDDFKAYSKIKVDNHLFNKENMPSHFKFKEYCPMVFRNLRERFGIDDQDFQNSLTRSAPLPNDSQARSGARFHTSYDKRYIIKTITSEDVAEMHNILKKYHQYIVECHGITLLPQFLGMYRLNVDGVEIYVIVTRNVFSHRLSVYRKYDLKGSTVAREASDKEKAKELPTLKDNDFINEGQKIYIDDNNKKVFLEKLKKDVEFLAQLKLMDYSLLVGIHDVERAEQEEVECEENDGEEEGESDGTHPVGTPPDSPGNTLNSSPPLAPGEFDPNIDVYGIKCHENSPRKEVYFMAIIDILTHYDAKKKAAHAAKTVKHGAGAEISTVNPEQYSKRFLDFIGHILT
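Human PI5P4Kalpha with substrate in 0.038 M HEPES pH 7.4, 0.28 mM EGTA, 0.1% CHAPS, 5% DMSO; reaction started with 5 microM ATP (final), 60 min at room temperature. ADP formed read by ADP-Glo luminescence.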
EPAC1 agonist: qHTS for Agonist of cAMP-regulated guanine nucleotide exchange factor 3 (EPAC1): primary screen. Rap guanine nucleotide exchange factor 3 (Homo sapiens), O95398. EPAC1 agonist qHTS, biochemical assay; response scale: 100% = response to 6.5 mM cAMP. Potency, µM (highest dose often 154 µM), inactives show at the highest dose activation, usual class: activators. 0.073% of 360,000 active; also: potency is read from the fitted curve at half-maximal effect; nearly all actives have a fitted effect of over 60% in size
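Read-out is the fluorescence drop as BODIPY-GDP leaves Rap1B (480 nm excitation, 540 nm emission), recorded every 5 minutes over 30 minutes. Reactions held 100 nM EPAC1, 250 nM Rap1B–BODIPY-GDP and 50 uM GDP, with 6.5 mM cAMP setting full activation.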
IL-2 act: qHTS of IL-2 Activators; IL-2 activation reporter assay, cell-based qHTS; stimulated with anti-CD3/CD4/CD28 beads; in transgenic mouse T cells; activation, % (series mostly up to about 46 µM); 0.065% of 360,000 active; AID 652025, 2013; in the data active = activation above about 50%; inconclusive = mostly about 30% to 49%; also: 0% is about no effect
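Unstimulated transgenic mouse T cells, 750 per well, received compound and, after 60 minutes, anti-CD3/anti-CD4 bead plus anti-CD28 stimulation. EGFP and DsRed were quantified after 18 hours.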
PLK1 PBD block: qHTS for Inhibitors of PLK1-PDB (polo-like kinase 1 - polo-box domain): Primary Screen | Serine/threonine-protein kinase PLK1 (Homo sapiens), P53350 | Plk1 PBD binding of FITC phosphopeptide, fluorescence polarization | Potency, µM, inactives show max response, negative = inhibition, most hits filed as inhibitors | 2.8% of 360,000 active | AID 720504, 2013; also: potency is read from the fitted curve at half-maximal effect; series mostly up to about 57 µM; % is scaled to controls: 0 for no effect and ±100 for the full control effect; nearly all actives have a fitted effect of over 65% in size
Target sequence (P53350 whole entry, looked up, the tested form may be a part): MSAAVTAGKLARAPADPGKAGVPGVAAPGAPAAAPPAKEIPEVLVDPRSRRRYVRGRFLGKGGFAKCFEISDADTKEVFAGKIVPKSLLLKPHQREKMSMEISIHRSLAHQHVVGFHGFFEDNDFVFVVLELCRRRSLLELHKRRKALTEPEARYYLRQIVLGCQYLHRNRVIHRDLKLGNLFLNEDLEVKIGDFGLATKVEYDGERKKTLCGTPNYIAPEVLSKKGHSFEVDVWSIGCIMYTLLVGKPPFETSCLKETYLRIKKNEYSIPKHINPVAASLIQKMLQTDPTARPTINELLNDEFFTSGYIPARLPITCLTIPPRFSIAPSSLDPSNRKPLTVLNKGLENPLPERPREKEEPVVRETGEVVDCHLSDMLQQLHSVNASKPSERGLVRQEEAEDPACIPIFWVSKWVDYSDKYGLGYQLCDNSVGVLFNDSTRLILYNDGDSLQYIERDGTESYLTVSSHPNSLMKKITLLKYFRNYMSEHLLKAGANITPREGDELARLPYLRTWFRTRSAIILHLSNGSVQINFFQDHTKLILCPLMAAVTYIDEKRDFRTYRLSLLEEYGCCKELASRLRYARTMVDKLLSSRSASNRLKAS
Abeta yeast res: qHTS for compounds that reverse cellular toxicity of Amyloid beta (A-beta) peptide in yeast: Primary Screen; yeast expressing A-beta42, growth rescue, OD600, 48 h; response scale: 0% DMSO, 100% iron-clioquinol control; Potency, µM (doses to about 46.1 µM), inactives show at the highest dose growth rescue, most hits filed as activators; 0.063% of 410,000 active; AID 1347071, 2019; also: potency is read from the fitted curve at half-maximal effect; nearly all actives have a fitted effect of over 55% in size
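Yeast growth medium received pinned compounds, then yeast cells expressing toxic A-beta were added; plates incubated at 30 C for 48 hr. Growth read as absorbance at 600 nm, normalized to DMSO and equimolar FeCl3 plus clioquinol controls.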
FUS suppressor: qHTS for Suppressors of FUS Proteinopathy: Primary screen using FUS-linked yeast assay | S. cerevisiae FUS-expressing, growth rescue, OD600, 24 h | Potency, µM (doses to about 76.6 µM), without a hit: at the highest dose growth rescue (activation), actives largely listed as activators | 0.24% of 390,000 active | AID 1347120, 2019;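 also: potency is read from the fitted curve at half-maximal effect; plate controls were DMSO vehicle for no effect and reference control for full effect; nearly all actives have a fitted effect of over 55% in size; some results filed as inactive show a strong effect at the top dose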
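Cultures pregrown in 2.5% raffinose medium are shifted to minimal medium containing 2% galactose to express toxic FUS. Compounds are tested at several concentrations. After 24hr at 30C, growth is quantified at 600 nm absorbance.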
Numbers without * were called inactive; ? = inconclusive; . = not tested or not shown; & = joins results of further samples; [ ] = dose if it differs, or a comment. Unless noted, calls follow the shape of the dose curve; as a rule, active = well fitted curve in the direction sought with a large enough effect; inconclusive = small, poorly fitted or top-dose-only effect, or another doubt; inactive = no such curve, though single readings can be large; an effect the other way counts as inactive or inconclusive.

No.	mol	WRN inhibitor	EPAC1 antag	PI5P4Ka inh	EPAC1 agonist	IL-2 act	PLK1 PBD block	Abeta yeast res	FUS suppressor
1	COC(=O)c1cn(NC(=O)Cc2cccc(OC)c2)c(=O)c2ccccc12	-20%[57.1 µM]	36%[activator]	-8	-7%	0.6	7%	18%	14%
2	NC(=O)c1ccc(NC(=O)CCCNC(=O)c2ccc(Cl)cc2)cc1	4%	21%	-5	-4%	-1.7	4%	1%	17%
3	CCOC(=O)c1c(N=CN(C)C)c2cc([N+](=O)[O-])cnc2n1C	-14%	?	-1	0%	-2.1	-10%	-6%	22%
4	COc1ccccc1NC(=O)CSc1nnc2ccc(-c3cccnc3)nn12	3%	11%	1	0%	-5.4	0%	-13%	29%
5	CCn1c(CNC(=O)c2cccnc2)cc2ccccc21	7%	4%	-4	-10%	0.3	-5%	-1%	26%
6	Cc1cc(=O)[nH]c(SCC(=O)N2CCc3ccccc3C2)n1	-2%	0%	.	-2%	2.1	-9%	17%	-9%
7	O=C(O)c1ccc(C2NCC(c3ccccc3Cl)c3c2[nH]c2ccccc32)cc1 (centres undefined)	-6%	2%	5	4%	-2.0	-5%	-15%	24%
8	O=C(Cc1ncc(C(F)(F)F)cc1Cl)Nc1ccc(F)cc1	-7%	-3%	-4	-5%	-3.7	1%	13%[9.22 µM]	-45%
9	Cc1ccc(C)c(SCc2noc(C(=O)NC(C)C)c2C(=O)O)c1	2%	-7%	-2	-18%	0.4	-17%	1%	-29%
10	COc1ccccc1CNC(=O)[C@H](C)NC(=O)C1CCN(C(=O)[C@H](CCSC)NC(=O)OC(C)(C)C)CC1	1%	-13%	4	-22%	1.9	-7%	-3%	19%
11	COc1cccc(C(=O)NCCS(=O)(=O)N2CCCCC2)c1	-5%	-8%	-2	1%	0.3	-4%	-11%	7%
12	N/C(=N\OC(=O)COc1ccc2ccccc2c1)c1cccnc1	-4%	-1%	1	11%	0.3	1%	-23%	.
13	Cc1cc(NS(=O)(=O)c2ccc(NC(=O)COc3c(C)cc(Br)cc3C)cc2)no1	-6%	-4%	1	-1%	-0.8	-21%	-2%&-7%	?
14	O=C(Nc1ccc(Oc2ccccc2)cc1)c1csc([C@@H]2O[C@H](CO)[C@@H](O)[C@H]2O)n1	-2%	-1%	-3	-8%	-0.9	2%	2%	4%
15	COC(=O)COc1nc(C)c2c(c1C#N)CC(C)(C)OC2	-2%	-18%	3	1%	-0.6	-4%	13%	-2%
16	COc1cccc(CNc2nc(NCC3CC3)nc3ccsc23)c1OC	-5%	-16%	?	-1%	-0.6	-11%	5%	-7%
17	O=C(O)C1CCN(C(=O)CSc2nc3cc(Cl)ccc3c(=O)n2Cc2ccccc2)CC1	-12%	5%	1	3%	0.7	-8%	9%	?
18	O=C(COc1ccc2ccccc2c1Br)N1CCN(c2ccccn2)CC1	-6%	-3%	.	5%	-2.1	-6%	-8%	41%
19	O=C1CC(SCCO)C(=O)N1c1ccccc1 (centres undefined)	-5%	2%	.	-4%	-0.9	-5%	-10%	18%
20	OC(COc1ccc(CNCc2cccnc2)cc1)CN1CCc2ccccc2C1 (centres undefined)	3%	2%	2	4%	-2.8	-10%	-6%	-18%
21	CC1CCN(CC(C)OC(=O)c2ccc3c(c2)OCCO3)CC1 (centres undefined)	10%	-4%	-1	6%	0.4	6%	-15%	-21%
22	O=C(c1cccc(Cl)c1)N1CCC(N2CCC(C(=O)N3CCOCC3)CC2)CC1	11%	7%	-2	-12%	-3.0	-3%	-3%	3%
23	CCCOC1OC(=O)c2c1ccc(OC)c2OC (centres undefined)	8%	-5%	10	-1%	-2.9	3%	3%	-13%
24	O=C(CSc1nc(-c2ccncc2)nn1CC(=O)N1CCCCC1)NC1CCCC1	-3%	23%	.	-6%	-0.5	-10%	-17%	19%
25	CC(Oc1ccccc1)C(=O)N=Nc1c(O)[nH]c2ccc([N+](=O)[O-])cc12 (centres undefined)	1%	-23%	-4	-1%	-2.5	-4%	-3%	-3%
26	Cc1ccc(NC(=O)CCc2nnc3ccc(N4CCC(C)CC4)nn23)nc1	5%	6%	-7	3%	-1.4	-14%	-12%	33%
27	CCN1CCN(C(=O)CCc2nc3ccccc3n2-c2ccccc2)CC1	-10%[57.1 µM]	20%	-8	-4%	0.8	4%	8%	3%
28	COc1ccc(-c2nnc3n2CCCCC3)cc1	-34%	-21%	1	6%	-2.9	-11%	-7%	7%
29	C/C(=N\NC(=O)c1cc([N+](=O)[O-])cc([N+](=O)[O-])c1)c1ccco1	-6%	-10%	11	11%	0.0	-2%	5%	-3%
30	COc1ccc2c(c1)C(CC(C)=O)N(c1ccc(-c3cccs3)cc1)C(c1ccsc1)=C2 (centres undefined)	-2%	-17%	-7	-2%	-0.4	-13%	-21%	?

Just PLK1 PBD block, EPAC1 agonist and Abeta yeast res, for some of the entries so far:
entry | structure | PLK1 PBD block | EPAC1 agonist | Abeta yeast res
18 | O=C(COc1ccc2ccccc2c1Br)N1CCN(c2ccccn2)CC1 | -6% | 5% | -8%
19 | O=C1CC(SCCO)C(=O)N1c1ccccc1 (centres undefined) | -5% | -4% | -10%

Back to the main list; the 5 compounds before the break are reprinted first.
No.	mol	WRN inhibitor	EPAC1 antag	PI5P4Ka inh	EPAC1 agonist	IL-2 act	PLK1 PBD block	Abeta yeast res	FUS suppressor
26	Cc1ccc(NC(=O)CCc2nnc3ccc(N4CCC(C)CC4)nn23)nc1	5%	6%	-7	3%	-1.4	-14%	-12%	33%
27	CCN1CCN(C(=O)CCc2nc3ccccc3n2-c2ccccc2)CC1	-10%[57.1 µM]	20%	-8	-4%	0.8	4%	8%	3%
28	COc1ccc(-c2nnc3n2CCCCC3)cc1	-34%	-21%	1	6%	-2.9	-11%	-7%	7%
29	C/C(=N\NC(=O)c1cc([N+](=O)[O-])cc([N+](=O)[O-])c1)c1ccco1	-6%	-10%	11	11%	0.0	-2%	5%	-3%
30	COc1ccc2c(c1)C(CC(C)=O)N(c1ccc(-c3cccs3)cc1)C(c1ccsc1)=C2 (centres undefined)	-2%	-17%	-7	-2%	-0.4	-13%	-21%	?
31	CC(C)c1ccccc1OCCCCN1CCCCC1	-1%	-13%	-1	-5%	0.2	-2%	8%	28%
32	Cc1ccc(NC(=O)C2CCC(N3C(=O)C4CCCCC4C3=O)CC2)cc1 (centres undefined)	8%	9%	3	12%	0.2	-16%	5%	20%
33	Cc1cc(C(C)(C)C)cc(C)c1COC(=O)CN1C(=O)NC2(CCCC2)C1=O	-3%	-18%	8	0%	-0.5	-14%	-13%	23%
34	Cc1cc(S(=O)(=O)N2CCOCC2)ccc1F	10%	9%	-3	2%	-2.8	30µM*	-4%	9%
35	COc1cc(Nc2cc(C)nc3ncnn23)cc(OC)c1	7%	?	-6	0%	-2.5	3%	-1%	-21%
36	Cc1ccccc1CC(=O)N1CCN(C(=O)C2CCCO2)CC1 (centres undefined)	-1%	-1%	4	7%	0.6	6%	0%	3%
37	Cc1ccc(NC(=O)c2ccc(=O)n(CC(=O)Nc3c(C)cc(C)cc3C)n2)cc1	2%	-2%	-7	-13%	-0.6	-1%	-3%&-9%	39%&6%
38	O=C1OC(Nc2ccc3c(c2)OCO3)c2ccccc21 (centres undefined)	-11%	-9%	-14	-3%	-3.2	-15%	22%	57%
39	O=C(Nc1ccc(F)cc1)N(Cc1cccs1)Cc1cc2cc3c(cc2[nH]c1=O)OCO3	4%	-22%	2	16%	-0.2	-8%	-2%	.
40	Cc1ccc2nc(-c3ccccc3)oc(=O)c2c1	7%	-12%	-1	-17%	-2.8	-14%	-17%	-26%
41	O=C(Nc1ccc(-c2noc(CCc3ccccc3)n2)cc1)c1ccco1	-6%	-19%	-18	9%	0.1	1%	-23%	4%
42	COc1ccc(CCNC(=O)[C@@H](NC(N)=O)C(C)C)cc1	9%	1%	4	-2%	-1.1	-2%	-3%	-29%
43	O=C(NCc1cccs1)C1CCC(CNS(=O)(=O)c2ccccc2)CC1 (centres undefined)	-2%	7%	-6	8%	3.3	-11%	-8%	-2%
44	CCCCCC(=O)Nc1cc(S(=O)(=O)N2CCOCC2)ccc1N1CCN(C)CC1	13%	-5%	6	-20%	0.9	-2%	-2%	-1%
45	Cc1c(/N=C/c2ccco2)n(Cc2ccccc2)c2ccccc12	4%	-10%	-4	5%	-3.2	-3%	12%	11%
46	CN(CCOc1ccc(Cl)cc1)C(=O)C1CCN(C(=O)c2ccc(F)cc2)CC1	-8%	7%	0	-6%	-2.2	3%	8%	.
47	O=C(OCCOCCN=C1NS(=O)(=O)c2ccccc21)c1ccccc1Br	-1%	-22%	0	6%	2.1	0%	10%	3%
48	CC1(C(=O)N2CCN(C(=O)c3ccco3)CC2)CC1(Br)Br (centres undefined)	7%	24%	-4	-15%	-0.2	2%	-4%	4%
49	O=c1c(-c2ccc(Cl)cc2)cnc2n1CCS2	0%	-16%	-7	-4%	-0.1	-4%	-25%	-1%
50	COc1cc(C(CCN2CCCC(C)C2)c2c(OC)cc(OC)c3c2OC(=O)CC3c2ccc(N(C)C)cc2)cc(OC)c1OC (centres undefined)	-5%	-12%	-4	-6%	0.3	0%	-20%	2%
